From PubChem
S3 lipid droplet: qHTS Assay for Lipid Storage Modulators in Drosophila S3 Cells; Drosophila S3 cells, BODIPY lipid droplet fluorescence, 18-24 h; cells fed with added oleic acid; Potency in µM for hits, for the others lipid storage change, negative = inhibition, % at the top dose, mostly 46.1 µM; 0.64% of 320,000 active; AID 2685; active means well fitted inhibition curve with a large enough effect in the signal ratio, with a control signal flat, not every such curve was filed as active; inconclusive means small, poorly fitted or top-dose-only effect, or effect the other way, or a change in a side signal; the % refers to the signal ratio
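Drosophila S3 cells loaded with oleic acid (400 uM, as added) and compounds at several concentrations; lipid droplets imaged by 488-nm laser-scanning cytometry, 500–530 nm intensity and object ratio to cell channel. Percent activity normalized to 20 uM Triacsin C.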
S3 lipid droplet cell count max: also measured in S3 lipid droplet; calls as there; cell number change, %; measured here: cell count max response;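 cells counted by Cell Tracker Red CMTPX staining in the red channel; peak over a dose series mostly up to 46.1 µM; percent activity relative to internal control wells on each plate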
* hit, by the source's call; i = inactive; ? = inconclusive; · = not tested or not shown. On the % scale 0 is the no-effect control and ±100 the full control effect; potency means the concentration at half of the fitted maximal effect. A portion of the library; count on the stated rates, not on these rows.

SMILES | S3 lipid droplet | S3 lipid droplet cell count max
Cc1cccc(NC(=O)NCCN2CCCCC2)c1 | ? | ·
O=C(c1ccc(N2CCOCC2)c([N+](=O)[O-])c1)N1CCCC(C(F)(F)F)C1 (stereo unspecified) | 13.7% | -2.4
COc1ccc(/C=C2\N=C(SC)NC2=O)cc1 | ? | ·
CC(C)(C)c1ccc(OCCC(=O)OCC(=O)NC2CC2)cc1 | ? | ·
COc1ccc(C(=O)c2cnc[nH]2)cc1 | ? | ·
O=C(CSc1nnc(CNc2ccc(Cl)cc2)o1)Nc1nc2ccccc2s1 | 6.6% | 4.9
O=C(Nc1nc(-c2ccccc2)cs1)c1ccc(N2CCOCC2)c([N+](=O)[O-])c1 | ? | ·
CCCOc1ccc(C2C(C(=O)c3cc4ccccc4o3)=C(O)C(=O)N2c2cc(C)on2)cc1 (stereo unspecified) | ? | ·
CCCC(=O)Nc1ccc2oc(=O)ccc2c1 | -3.0% | -4.6
Cc1cccc(CN2C(=O)N/C(=C/c3cc(C)n(-c4cc(C)ccn4)c3C)C2=O)c1 | ? | ·
Cc1ccc(S(=O)(=O)Oc2ccc(/C=C(/NC(=O)c3ccccc3)C(=O)Nc3ccccc3)cc2)cc1 | ? | ·
Cc1nnc(NC(=O)CCn2c(=O)oc3ccccc32)s1 | i | 18.8
CCCn1c(N)c(C(=O)CN(C)CC(=O)Nc2cc(C)ccc2C)c(=O)[nH]c1=O | 26.4% | 15.5
OCCN(CCO)CC(O)COc1ccc(C23CC4CC(CC(C4)C2)C3)cc1 (stereo unspecified) | 9.5% | 0.6
CCOC(=O)C1CCN(C(=O)CCc2c(C)nc3cc(-c4ccc(OC)cc4OC)nn3c2C)CC1 | 0.7% | -15.6
COc1ccc(CCNC(=O)C2CCN(S(=O)(=O)N3CCOCC3)CC2)cc1OC | 0.1% | 5.3
COc1ccccc1CN(C(=O)CCl)C(C(=O)NC1CCCCC1)c1ccncc1 (stereo unspecified) | ? | ·
Cc1cccn2c(=O)c3cc(C#N)c(=O)n(Cc4cccnc4)c3nc12 | ? | ·
COc1ccc(C(=O)Nc2nnc(CCS(=O)(=O)c3ccc(C)cc3)s2)cc1 | ? | ·
O=C(NNS(=O)(=O)c1ccccc1[N+](=O)[O-])c1cccc(Br)c1 | ? | ·
Cc1nc2ccc(N3C(=O)CCC3=O)cc2[nH]1 | ? | ·
COC(=O)c1ccc(OCC(O)CN2C(=O)NC(C)(C)C2=O)cc1 (stereo unspecified) | ? | ·
COc1cc(CC(=O)OCC(=O)NC2CCCCC2)cc(OC)c1OC | ? | ·
CCOC(=O)C1=NOC(CNC(=O)c2c(-c3ccccc3Cl)noc2C)C1 (stereo unspecified) | i | ·
CCCN1Cc2cccc(C(=O)Nc3ccc(CN4CCCC4)cc3)c2C1=O | ? | ·
O=C(CCCc1ccccc1)Nc1ccc(Br)cc1F | i | -2.6
Cc1ccc(C2c3sc(=O)[nH]c3SC3C(=O)NC(=O)C32)cc1 (stereo unspecified) | 3.1% | -2.2
CNC(=O)NC(=O)CSc1nc(-c2cccs2)c(C#N)c(=O)[nH]1 | 18.7% | -0.6
Cc1ccccc1-c1nnc(SCC(=O)NCC2CCCO2)o1 (stereo unspecified) | ? | ·
CCN(CC)S(=O)(=O)c1ccc2c(c1)nc(CCC(=O)Nc1ccc3c(c1)OCO3)n2C | ? | ·
Cc1nn(-c2ccccc2)c(/N=C/c2ccc(O)cc2)c1-c1ccccc1 | 8.1% | 2.8
COc1cccc(CC(=O)N2CCCC(CO)(Cc3ccc(F)cc3F)C2)c1 (stereo unspecified) | ? | ·
Cc1ccc(-c2noc(CNC(=O)COc3ccccc3C)n2)cc1 | ? | ·
Cc1cc(C)c(NC(=O)c2ccc(S(=O)(=O)N(C)C)cc2)c(C)n1 | ? | ·
O=C(CN1C(=O)NC(Cc2c[nH]c3ccccc23)C1=O)Nc1cccc(S(=O)(=O)N2CCOCC2)c1 (stereo unspecified) | 0.3% | -2.7
CCOC(=O)c1c(C)n(OCc2ccccc2)c2ccc3c(no[n+]3[O-])c12 | i | ·
COCCNC(=O)c1cc2oc3ccccc3c2n1C | ? | ·
CCOc1cc(-c2nc3ccccn3c2NCC2CCCO2)ccc1O (stereo unspecified) | ? | ·
Cc1nn(CCOc2cccc(Br)c2)c(C)c1[N+](=O)[O-] | ? | ·
O=C(Nc1ccccc1SCC1CSc2nc3ccccc3c(=O)n21)c1ccccc1Cl (stereo unspecified) | i | ·
Cc1cccc2c(C(=O)Nn3cnnc3)cc(-c3ccccc3Cl)nc12 | ? | ·
COc1ccc(S(=O)(=O)N2CCCOC2CNC(=O)C(=O)NCc2ccncc2)cc1 (stereo unspecified) | 0.9% | -0.9
Cc1cc(C)nc(NS(=O)(=O)c2ccc(NC(=O)C3CC(=O)N(c4ccccc4)C3)cc2)n1 (stereo unspecified) | -4.0% | -8.0
CC(=O)Nc1ccc(S(=O)(=O)C(C#N)c2nc3ccccc3nc2NCCN2CCOCC2)cc1 (stereo unspecified) | ? | ·
CC(=O)NC(=S)Nc1sc2c(c1C(N)=O)CCC(C)C2 (stereo unspecified) | -10.2% | -5.8
C=C1CCC(OC(C)=O)C2(C)CCC3C(C)C(=O)OC3C12O (stereo unspecified) | ? | ·
CCCNC(=O)c1ccc(N2CCC3(CC2)CC(c2cccc(Br)c2)=NO3)c([N+](=O)[O-])c1 | ? | ·
COc1ccc(OC(=O)Nc2ccccc2)cc1 | ? | ·
COc1ccc(C(=O)Nc2nnc(S(=O)(=O)N3CCC(C)CC3)s2)cc1OC | -15.7% | -29.8
CC(C)Oc1ccc(C(=O)N2CCCC2C(=O)O)cc1 (stereo unspecified) | ? | ·
CCOC(=O)CSc1ccc(C(=O)N2CCN(C)CC2)cc1[N+](=O)[O-] | ? | ·
CCOC(=O)N1CCN(CC(=O)c2ccc(O)c(C)c2O)CC1 | 11.6% | 3.9
CCOc1ccc(-c2[nH]ncc2-c2ccc(OC)c(OC)c2)c(O)c1 | ? | ·
COc1ccc(C(=O)NC(C)c2nc3ccccc3[nH]2)cc1OC (stereo unspecified) | -3.0% | -3.5
CC(C)CC(=O)O/N=C1\C(=O)N(Cc2ccc(Cl)cc2)c2ccc([N+](=O)[O-])cc21 | ? | ·
C/C(CC(=O)NCc1ccco1)=N\NC(=O)Cc1ccccc1 | -14.3% | 23.0
NC(=O)c1ccc(NC(=O)Cn2c(=O)n(-c3ccccc3)c(=O)c3oc4ccccc4c32)cc1 | ? | ·
O=C(NCCCN1CCc2ccccc2C1)Nc1ccc(Br)cc1 | i | ·
Cc1ccc(S(=O)(=O)c2nnn3c2nc(NCCCN2CCCC2=O)c2ccccc23)cc1C | -6.9% | 9.3
Cc1ccc(C)c2[nH]c(=O)c(CN(CCN3CCCC3)C(=O)Nc3ccc(F)cc3)cc12 | ? | ·

Next section.
SMILES | S3 lipid droplet | S3 lipid droplet cell count max
CCC(C)Sc1nc2c([nH]c3ccccc32)c(=O)n1C (stereo unspecified) | ? | ·
CCc1ccc(NC(=S)N(CCN2CCOCC2)Cc2ccccc2F)cc1 | 5.6% | 13.9
O=C(Nc1ccc(F)cc1)C1CCN(S(=O)(=O)c2cccs2)CC1 | 7.5% | 6.8
C=CCn1cc(/C=N/Nc2nc3ccccc3[nH]2)c2ccccc21 | ? | ·
CCOc1ccc(C(=O)OCC(=O)N2CC(C)OC(C)C2)cc1OCC (stereo unspecified) | i | -6.3
CC(C)(C)c1ccc(NC(=O)C2=CC=CN3CCS(=O)(=O)N=C23)cc1 | ? | ·
COc1ccc(/C=N/NC(=O)c2cc(-c3ccccc3OC(C)C)nc3ccccc23)cc1CN1CCOCC1 | ? | ·
CC(C(=O)N=c1sc2ccccc2n1C)N1C(=O)C2CC=CCC2C1=O (stereo unspecified) | i | -4.3
Cc1ccc(-c2noc(CN(C(=O)c3cccc(Br)c3)C(C)C)n2)cc1 | ? | ·
CCOC(=O)C(C)Oc1c(Br)cc(C2NC(=O)NC(C)=C2C(C)=O)cc1OCC (stereo unspecified) | ? | ·
CCCn1c(=N)n(CC(O)COc2cccc(C)c2)c2ccccc21 (stereo unspecified) | -4.3% | 0.0
CC(C)N1CCN(Cc2ccc3nsnc3c2)CC1CCO (stereo unspecified) | 18.8% | 2.8
COc1ccc(N2CC(C(=O)Nc3ccc([N+](=O)[O-])cc3Br)CC2=O)cc1 (stereo unspecified) | ? | ·
NS(=O)(=O)c1ccc(NC(=O)CSc2nnc(-c3cnccn3)n2-c2ccccc2)cc1 | ? | ·
CC(=O)OC(C#CCN1CCOCC1)c1ccccc1 (stereo unspecified) | ? | ·
Cc1ccc(/C=N/N=C2/NC(=O)CS2)o1 | ? | ·
CCN1CCN(CCNC(=O)CSCc2nc(-c3ccc(OC)c(OC)c3)oc2C)CC1 | ? | ·
Cc1cc(NCc2ccccc2)n2ncnc2n1 | 6.6% | -13.9
CC(C)c1c(C(=O)N/N=C/c2cccc3ccccc23)nnn1-c1nonc1N | ? | ·
CCC/C(O)=C1\C(=O)CCCC1=NCCc1c(C)[nH]c2ccc(C)cc12 | ? | ·
CCOC(=O)c1c(C)[nH]c(NC(=O)NNC(=O)c2ccc(OC)cc2)c1C | ? | ·
CCOc1ccc(C(=O)N/N=C(\c2ccccc2)c2ccccn2)cc1 | ? | ·
O=C(O)CSc1ncnc2sc(-c3ccccc3)cc12 | 22.4% | ·
Cc1ccn2c(CNCCn3nc(C)cc3C)c(C(=O)N3CCCCCC3)nc2c1 | 9.2% | 7.1
O=C(CCCc1ccccc1)c1ccc2c(c1)OCCO2 | 6.0% | -0.3
CCN(CC)c1ccc(CNC(=O)C/C(C)=N/NC(=O)COc2ccc(C)cc2Br)cc1 | ? | ·
CC(=O)Nc1ccc(S(=O)(=O)N(C)CC(=O)OC(C)C(=O)N(C)Cc2ccccc2)cc1 (stereo unspecified) | 6.8% | -11.6
NC(=O)CSc1nnc(-c2ccccn2)n1N | ? | ·
COc1ccc(-c2csc3ncnc(N4CCN(CCO)CC4)c23)cc1 | ? | ·
Nc1oc2ccccc2c1C(=O)Cc1ccccc1O[C@@H]1O[C@H](CO)[C@@H](O)[C@H](O)[C@H]1O | ? | ·
Cc1cccc(C)c1NC(=O)Cn1cnc2c(=O)n(C)c(=O)n(C)c21 | ? | ·
CCOc1ccc(NCc2cccn2-c2nnc(N3CCC(C(=O)NCCCN4CC(C)CC(C)C4)CC3)s2)cc1 (stereo unspecified) | ? | ·
CC1C(c2ccccc2)N(C)C(c2ccccc2)CC1(O)c1ccc(F)cc1 (stereo unspecified) | ? | ·
Cn1c(SCC(=O)c2ccc(F)cc2)nnc1-c1cnccn1 | 14.5% | -2.1
CS/C(N)=N/N=C/c1cc(C)ccc1O | 0.1% | 10.8
Nc1nnc(SCC(=O)Nc2ccc(S(=O)(=O)N3CCOCC3)cc2)s1 | i | ·
COc1ccc(CNC(=O)CC2Sc3ccccc3NC2=O)cc1 (stereo unspecified) | i | ·
CC(=O)N1N=C(c2ccc3nccnc3c2)CC1c1ccccc1 (stereo unspecified) | ? | ·
O=C(Nc1ccc(Cc2ccncc2)cc1)c1cc([N+](=O)[O-])ccc1N1CCOCC1 | ? | ·
COC(=O)C1CCN(CC(=O)Nc2sc3c(c2C#N)CCC3)CC1 | -18.9% | 6.0
C=CCN1C(=O)[C@@H]2Cc3c([nH]c4ccccc34)C(c3cc(OC)c(OC)c(OC)c3)N2C1=S (stereo partly specified) | ? | ·
CCN(CCn1cccn1)C(=O)c1cc(COc2cccc3cccnc23)on1 | -4.0% | -0.8
Cc1ccc(NC(=O)CCc2nc3sc4c(c3c(=O)[nH]2)CCCC4)c(Br)c1 | ? | ·
COCc1cc(=O)n2[nH]c(-c3cccc(Br)c3)cc2n1 | ? | ·
C=CCNC(=S)N1CCc2c([nH]c3ccccc23)C1C (stereo unspecified) | 0.2% | 16.0
CNc1nc(SCC(=O)OC)nc(N2CCOCC2)n1 | ? | ·
Cn1c(SCCOc2ccccc2Cl)nnc1-c1ccncc1 | ? | ·
C[n+]1nc(Nc2ccccc2)sc1-c1ccc(C(=O)O)cc1 | -8.2% | 6.5
